# G6PDH CS: counter-screen for G6PDH assay hits: L. mesenteroides G6PDH inhibition; Purified L. mesenteroides G6PDH, diaphorase/resazurin coupled fluorescence, 45 min; inhibition, % at 5 µM; actives 0.12% (n = 200,000); AID 1020; in the data active = inhibition above about 50%
# TLR4-MyD88 BLA: inhibitors of human TLR4-MyD88 binding | actives 0.18% (n = 200,000) | AID 861 | HeLa CL3-4 TLR4/MyD88 BLA complementation, FRET ratio | O00206+Q99836 | inhibition, % at 8.4 µM; in the data active = inhibition above about 25%;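 also: 0% = vehicle and 100% = reference inhibitor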
# Target sequence (O00206 whole entry, looked up): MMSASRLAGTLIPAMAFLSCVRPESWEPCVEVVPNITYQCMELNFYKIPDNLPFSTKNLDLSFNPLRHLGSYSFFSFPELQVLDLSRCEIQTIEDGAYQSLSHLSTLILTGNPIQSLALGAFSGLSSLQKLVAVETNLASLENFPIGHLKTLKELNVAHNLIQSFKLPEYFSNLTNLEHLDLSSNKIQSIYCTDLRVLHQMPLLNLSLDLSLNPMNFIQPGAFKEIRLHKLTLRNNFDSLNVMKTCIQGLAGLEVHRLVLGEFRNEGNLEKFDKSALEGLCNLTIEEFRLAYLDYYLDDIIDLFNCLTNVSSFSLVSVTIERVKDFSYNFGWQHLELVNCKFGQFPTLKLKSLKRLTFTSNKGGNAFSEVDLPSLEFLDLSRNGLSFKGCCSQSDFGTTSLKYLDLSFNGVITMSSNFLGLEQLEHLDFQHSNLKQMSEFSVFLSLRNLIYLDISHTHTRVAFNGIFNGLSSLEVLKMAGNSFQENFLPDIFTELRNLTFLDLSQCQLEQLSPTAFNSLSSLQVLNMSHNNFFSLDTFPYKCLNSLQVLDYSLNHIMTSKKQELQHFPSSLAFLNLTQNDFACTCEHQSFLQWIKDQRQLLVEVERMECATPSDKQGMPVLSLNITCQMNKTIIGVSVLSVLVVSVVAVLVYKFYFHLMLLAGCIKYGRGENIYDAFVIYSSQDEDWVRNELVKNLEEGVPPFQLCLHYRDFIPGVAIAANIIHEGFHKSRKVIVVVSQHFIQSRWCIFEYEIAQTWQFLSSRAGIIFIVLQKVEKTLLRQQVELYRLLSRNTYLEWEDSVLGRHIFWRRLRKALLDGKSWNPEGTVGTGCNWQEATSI
# Target sequence (Q99836 whole entry, looked up): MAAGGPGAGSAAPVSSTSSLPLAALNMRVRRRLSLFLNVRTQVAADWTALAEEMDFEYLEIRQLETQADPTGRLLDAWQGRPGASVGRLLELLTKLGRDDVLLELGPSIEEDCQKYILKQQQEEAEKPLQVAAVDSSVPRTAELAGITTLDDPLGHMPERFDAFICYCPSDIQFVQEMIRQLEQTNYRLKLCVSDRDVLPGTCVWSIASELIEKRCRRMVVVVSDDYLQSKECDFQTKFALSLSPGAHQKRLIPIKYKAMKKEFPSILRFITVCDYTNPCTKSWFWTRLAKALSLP
# NF-kB neuron act: raises NF-kB expression in human neuronal cells. fold change at 12.5 µM. NF-kB reporter expression; stronger effect = higher value. actives 1.6% (n = 190,000); in the data active = fold change above about 3.3
# Diaphorase inh: diaphorase inhibition or chemical oxidation counter-screen | actives 0.69% (n = 190,000) | AID 1217 | inhibition, % at 20 µM | diaphorase resazurin-to-resorufin fluorescence, NADH, 16 min; bacterial (C. kluyveri) enzyme, not human;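 active = primary screen inhibition at 20 µM above a set limit, cut at about 50% in these data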;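 also: plate controls were DMSO with full reaction for no effect and wells lacking NADH for full effect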
#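 controls = No-NADH positive control and DMSO neutral control | system = Clostridium kluyveri diaphorase enzyme | timing = reaction incubation of 16 min at room temperature | signal = resorufin fluorescence 544/590 nm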
# Diaph act CS: diaphorase activation or chemical reduction counter-screen. Diaphorase/resazurin coupled assay, resorufin fluorescence, 16 min; stronger effect = higher value; 1 = vehicle wells, 0 = NADH-free wells. activation factor at 20 µM. actives 0.005% (n = 190,000);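 active = diaphorase activity raised at least twofold by the compound at 20 µM; inactive = activation factor below 2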
#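 Material: Purified diaphorase enzyme from Clostridium kluyveri | Buffer or medium: 50 mM HEPES pH 7.4 with 4.542 mM MgCl2, 0.005% Tween 20 | Times: 16 min enzyme reaction, ambient temperature | Signal: Red resorufin fluorescence at 544/590 nm excitation/emission | Measure: Increased resorufin signal from activators or reducing compounds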
# FLuc inh counter: counter-screen for luciferase assay inhibitors: firefly luciferase inhibition; P08659; ATPLite firefly luciferase biochemical luminescence, 10 min; inhibition, % at 10 µM; actives 1.5% (n = 200,000);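 active = inhibition above about 50% when tested at 10 µM, limit read from the data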
# STAT1 activator: STAT1 signaling activation | NIH 3T3 STAT1-luciferase reporter, IFN-gamma, luminescence; 100% = IFN-gamma alone, no compound | activation (% of control), % at 5.5 µM | AID 932 | actives 2.6% (n = 200,000);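 active = activation above the screen-wide mean activation plus 3 SD, cut at about 130% in these data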;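 also: raw ratio to IFN-gamma control signal so 100% means no change and 0% no light; values of inactives mirror those of a sister screen read the other way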
# APP 5'UTR act: APP 5'UTR luciferase reporter activation; SH-SY5Y APP 5'UTR luciferase reporter, luminescence; zero percent = DMSO vehicle wells; activation, % at 2 µM; actives 1% (n = 190,000);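 active = activation above a set limit, based on mean plus 3 SD of controls, cut at about 140% in these data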; also: values of inactives mirror those of a sister screen read the other way
# APP transl inh: APP translation inhibition | SH-SY5Y APP 5'UTR-luciferase reporter, luminescence | inhibition, % at 2 µM | actives 0.82% (n = 190,000) | AID 1285;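 active = inhibition above a set limit, derived from the sample mean plus 3 SD, cut at about 45% in these data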; also: values of inactives mirror those of a sister screen read the other way
# FLuc act counter: firefly luciferase counter-screen for stimulation assays. P08659. ATPlite luciferase biochemical, luminescence, 10 min; 0 = ATP-free wells, 1 = DMSO control. activation factor at 10 µM. 200,000 tested, under 10 active. AID 1027;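 active = luciferase activation factor, scaled between plate controls, of at least 2 with compound at 10 µM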
#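 Assay system: Luciferase/luciferin detection reagent, cell-free biochemical luciferase assay / Also added: ATP substrate / Schedule: 10 min at ambient temperature / Measured by: luminescence measurement of luciferase light output / Benchmarks: low control with PBS replacing ATP, high control enzyme plus ATP without compound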
# * hit, by the source's call; / = not tested or not shown.
1	CC(Oc1cc(Cl)ccc1Cl)C(=O)N/N=C\c1ccnn1C (centres undefined)
2	COc1ccccc1N(CC(=O)NCc1ccc(F)cc1)C(=O)CCC(=O)Nc1ccccn1
3	Cn1c(COc2ccc(Cl)cc2)nc2ccccc2c1=O
4	CCC(C)(C)NC(=O)CN(C(=O)CCC(=O)Nc1cc(C)ccn1)c1ccc2c(c1)OCO2
5	CN(CCCNC(=O)c1ccc(/C=N/O)nc1)CCCN(C)Cc1ccccc1
6	O=C(O)C1CCN(S(=O)(=O)c2ccc(Oc3ccccc3)cc2)CC1
assay / entry	1	2	3	4	5	6
G6PDH CS	7	-2	7	-2	1	-6
TLR4-MyD88 BLA	-15	-10	4	-10	-10	5
NF-kB neuron act	1.2	0.91	1.3	0.99	0.6	0.86
Diaphorase inh	9	5	18	9	-10	7
Diaph act CS	0.9	0.9	0.8	0.9	1.1	0.9
FLuc inh counter	-5	-10	-6	-4	-5	-4
STAT1 activator	96	103	106	99	90	100
APP 5'UTR act	-2	-10	9	-9	-14	3
APP transl inh	2	10	-9	9	14	-3
FLuc act counter	1.1	1.1	1.1	1	1	1

7	Cc1ccc(CONC(=O)c2ccc(OC(F)F)cc2)cc1
8	CCOc1ccc2c(c1)-c1c(ssc1=S)C(C)(C)N2C(=O)c1ccco1
9	CC(C)c1ccc(CNC(=O)C(=O)NCC2CCCO2)cc1 (centres undefined)
10	COCc1c(N)c(C)nc(Cl)c1C#N
11	O=C(NC1CCCCC1)c1ccc(CNc2nc(=S)[nH]c3ccccc23)cc1
12	O=C1NC(=O)/C(=C\c2ccc(Oc3cnccn3)cc2)S1
assay / entry	7	8	9	10	11	12
G6PDH CS	0	-1	12	-7	0	0
TLR4-MyD88 BLA	-2	-5	4	-5	6	-5
NF-kB neuron act	1.1	1.1	1.3	1.1	0.98	2.2
Diaphorase inh	15	20	17	/	-8	17
Diaph act CS	0.8	0.8	0.8	/	1.1	0.8
FLuc inh counter	4	-9	-3	-1	-4	24
STAT1 activator	106	107	98	102	95	140*
APP 5'UTR act	-5	3	13	27	-13	33
APP transl inh	4	-3	-14	-27	13	-33
FLuc act counter	1	1.1	1	1	1	0.8

13	Cc1cccc(Nc2nc(N)nc(CN3CCN(Cc4ccc5c(c4)OCO5)CC3)n2)c1
14	CN(c1cccc(NC(=O)Nc2cccc(Cl)c2)c1)S(C)(=O)=O
15	COCCSc1ccccc1C(=O)N1CCN(Cc2ccc3c(c2)OCO3)CC1
16	CCOC(=O)Nc1ccc(S(=O)(=O)Nn2cnnc2)cc1
17	COC(=O)CNC(=O)CN1C(=O)N(c2ccccc2)C(N(O)C(=O)Nc2ccccc2)C1(C)C (centres undefined)
18	NC1=NS(=O)(=O)NC1c1cccc(Cl)c1 (centres undefined)
assay / entry	13	14	15	16	17	18
G6PDH CS	4	-9	-1	7	3	-5
TLR4-MyD88 BLA	8	-16	-9	-10	-19	2
NF-kB neuron act	0.86	1.8	1	1.1	1.1	1.1
Diaphorase inh	9	14	4	-8	-6	12
Diaph act CS	0.9	0.9	1	1.1	1.1	0.9
FLuc inh counter	-4	18	-4	0	1	-7
STAT1 activator	107	121	98	103	97	99
APP 5'UTR act	13	53	13	2	-6	0
APP transl inh	-13	-53	-13	-2	6	0
FLuc act counter	1	0.8	1	1	1	1.1

19	COc1ccc(NC(=O)c2ccc(-n3nc(C)c[n+]3[O-])cc2)cc1
20	Cc1cccc(OCC(O)CN2CCN(C3CCCCC3)CC2)c1 (centres undefined)
21	COc1ccccc1NCC(O)COc1ccc(C(C)(C)C)cc1 (centres undefined)
22	Cc1ccc(S(=O)(=O)n2[nH]c(=O)cc2NC(=O)c2cccs2)cc1
23	S=c1[nH]nc(-c2ccco2)n1/N=C/c1cccs1
24	COc1ccc(/C=N\NC(=O)c2nn(C)cc2Cl)cc1CN1CCOCC1
assay / entry	19	20	21	22	23	24
G6PDH CS	-7	9	-2	15	16	4
TLR4-MyD88 BLA	-3	-1	-12	-11	-7	-9
NF-kB neuron act	1.1	0.8	1.1	1.2	1.1	1.2
Diaphorase inh	7	13	25	9	36	-5
Diaph act CS	0.9	0.9	0.8	0.9	0.6	1.1
FLuc inh counter	3	-3	-1	3	-3	0
STAT1 activator	104	106	103	101	110	96
APP 5'UTR act	-6	10	2	-7	2	16
APP transl inh	6	-10	-2	7	-2	-16
FLuc act counter	1	1	1	1	1	1

25	CCOC(=O)Nc1ccccc1C(=O)N1CCOCC1
26	CCCCCC(C)NC(=S)NC(=O)c1cc(S(=O)(=O)N2CCOCC2)ccc1C (centres undefined)
27	CCOc1ccccc1-n1c(SCC(=O)N2CCOCC2)nnc1-c1ccccn1
28	CC(C)CCOc1cccc(OCC(=O)NC2CCS(=O)(=O)C2)c1 (centres undefined)
29	Cc1ccc(N2C(=O)[C@@H]3[C@H](C2=O)C2c4ccccc4C=CN2[C@@H]3C(=O)c2ccco2)cc1 (some centres undefined)
30	O=C(Cn1nc(-c2ccccc2)nc1-c1ccccc1)N1CCOCC1
assay / entry	25	26	27	28	29	30
G6PDH CS	7	-7	2	5	32	4
TLR4-MyD88 BLA	-1	-6	-4	-3	4	-3
NF-kB neuron act	1.1	0.71	1.2	0.92	1.2	0.94
Diaphorase inh	14	29	6	10	18	9
Diaph act CS	0.9	0.7	0.9	0.9	0.8	0.9
FLuc inh counter	-2	-5	-5	-4	-5	-4
STAT1 activator	104	92	101	99	103	100
APP 5'UTR act	2	0	12	16	10	-11
APP transl inh	-2	0	-12	-16	-10	12
FLuc act counter	1	1.1	1	1	1.1	1

31	O=[N+]([O-])c1ccc(S(=O)(=O)NCCc2cn3ccccc3n2)cc1
32	CCOC(=O)c1ccc2c(c1)nc(SC/C(O)=C(\C#N)c1nc3ccccc3[nH]1)n2CC
33	COCCCN1C(=O)c2ccc(C(=O)O)cc2C1=O
34	CS(=O)(=O)N1CCN(C(=S)NCc2ccc(F)cc2)CC1
35	CCOc1ccc(CC(C(N)=O)C(N)=O)cc1CN(C)C
36	O=C(O)c1ccc(/C=N/Nc2ccc(F)cc2F)cc1
assay / entry	31	32	33	34	35	36
G6PDH CS	13	4	1	10	-7	-3
TLR4-MyD88 BLA	-3	-6	-8	8	-5	-3
NF-kB neuron act	0.77	1	1	1.1	2.3	12*
Diaphorase inh	15	13	17	16	9	-1
Diaph act CS	0.9	0.9	0.8	0.8	0.9	1
FLuc inh counter	-10	-6	-4	-8	-4	16
STAT1 activator	100	92	106	102	101	115
APP 5'UTR act	-5	12	-5	9	0	170*
APP transl inh	5	-12	5	-9	0	-170
FLuc act counter	1.1	1.1	1	1.1	1	0.8

# 9 entries from above in a different format:
# Order of results: G6PDH CS	TLR4-MyD88 BLA	NF-kB neuron act	Diaphorase inh	Diaph act CS	FLuc inh counter	STAT1 activator	APP 5'UTR act	APP transl inh	FLuc act counter
[25] CCOC(=O)Nc1ccccc1C(=O)N1CCOCC1
→ 7	-1	1.1	14	0.9	-2	104	2	-2	1
[26] CCCCCC(C)NC(=S)NC(=O)c1cc(S(=O)(=O)N2CCOCC2)ccc1C (centres undefined)
→ -7	-6	0.71	29	0.7	-5	92	0	0	1.1
[27] CCOc1ccccc1-n1c(SCC(=O)N2CCOCC2)nnc1-c1ccccn1
→ 2	-4	1.2	6	0.9	-5	101	12	-12	1
[28] CC(C)CCOc1cccc(OCC(=O)NC2CCS(=O)(=O)C2)c1 (centres undefined)
→ 5	-3	0.92	10	0.9	-4	99	16	-16	1
[29] Cc1ccc(N2C(=O)[C@@H]3[C@H](C2=O)C2c4ccccc4C=CN2[C@@H]3C(=O)c2ccco2)cc1 (some centres undefined)
→ 32	4	1.2	18	0.8	-5	103	10	-10	1.1
[30] O=C(Cn1nc(-c2ccccc2)nc1-c1ccccc1)N1CCOCC1
→ 4	-3	0.94	9	0.9	-4	100	-11	12	1
[31] O=[N+]([O-])c1ccc(S(=O)(=O)NCCc2cn3ccccc3n2)cc1
→ 13	-3	0.77	15	0.9	-10	100	-5	5	1.1
[32] CCOC(=O)c1ccc2c(c1)nc(SC/C(O)=C(\C#N)c1nc3ccccc3[nH]1)n2CC
→ 4	-6	1	13	0.9	-6	92	12	-12	1.1
[33] COCCCN1C(=O)c2ccc(C(=O)O)cc2C1=O
→ 1	-8	1	17	0.8	-4	106	-5	5	1

# The listing continues.
37	C=CCN=C(NC#N)SCC(=O)NC(C)(C)C
38	Cc1nc2n(c(=O)c1CCN1CCC(c3noc4cc(F)ccc34)CC1)CCCC2
39	COc1ccc(OC)c(-n2c(-c3cccc(O)c3)n[nH]c2=S)c1
40	CN(C)C(=O)N1CCCC(C(=O)NCc2ccccc2)C1 (centres undefined)
41	Cc1c(NC(=O)C(C)OC(=O)c2ccc(Br)o2)c(=O)n(-c2ccccc2)n1C (centres undefined)
42	Cc1cc(C(=O)NCCCN2CC(C)CC(C)C2)n(-c2ccccc2)n1 (centres undefined)
assay / entry	37	38	39	40	41	42
G6PDH CS	4	8	-15	-11	7	0
TLR4-MyD88 BLA	10	/	30*	7	7	5
NF-kB neuron act	0.99	/	1.1	1.1	1.4	1
Diaphorase inh	-6	-7	11	10	10	-3
Diaph act CS	1.1	1.1	0.9	0.9	0.9	1
FLuc inh counter	1	-3	12	-6	-3	7
STAT1 activator	94	/	102	100	99	98
APP 5'UTR act	8	/	1	16	-5	0
APP transl inh	-8	/	-1	-16	5	0
FLuc act counter	1	1	0.9	1.1	1	0.9

43	CCOC(=O)CCCc1c[nH]c2ccccc12
44	CSc1ccc(/C=N/NC(=O)CN2CCN(Cc3ccccc3Cl)CC2)cc1
45	Cn1cnnc1SCC(=O)NCCC(c1ccccc1)c1ccccc1
46	O=C(CCn1c(=S)oc2ccccc21)Nc1ccc2c(c1)OCCO2
47	Cc1oc(/N=C/c2ccc(Cl)cc2Cl)c(C#N)c1C
48	Cc1nc(N2CCc3ccccc3C2)[nH]c(=O)c1Cc1ccccc1
assay / entry	43	44	45	46	47	48
G6PDH CS	6	-26	5	7	-2	-6
TLR4-MyD88 BLA	7	1	-6	15	14	6
NF-kB neuron act	1	0.84	0.93	1.2	1.1	1.1
Diaphorase inh	6	6	0	12	9	13
Diaph act CS	0.9	0.9	1	0.9	0.9	0.9
FLuc inh counter	-2	3	-8	4	-6	2
STAT1 activator	113	102	101	104	97	98
APP 5'UTR act	9	-2	14	8	7	-8
APP transl inh	-9	2	-14	-8	-7	8
FLuc act counter	1	1	1.1	1	1.1	1

49	O=C1C(C=NCc2cccnc2)=C(O)c2ccccc21
50	COc1cccc(C(=O)N(Cc2ccc3c(c2)OCO3)Cc2nc3ccccc3c(=O)[nH]2)c1
51	COC(=O)Cc1c(C)nc2nc(Cc3ccccc3)[nH]n2c1=O
52	N#Cc1ccccc1NC1=CC(=O)CCC1
53	O=C(c1ccco1)N1CCN(c2nc(C3CC3)nc3sc4c(c23)CCCC4)CC1
assay / entry	49	50	51	52	53
G6PDH CS	-1	3	-4	1	5
TLR4-MyD88 BLA	6	-7	8	-4	0
NF-kB neuron act	2.8	0.59	0.91	1.2	0.72
Diaphorase inh	4	24	14	9	28
Diaph act CS	1	0.8	0.9	0.9	0.7
FLuc inh counter	68*	-2	0	-9	-2
STAT1 activator	130*	100	100	96	93
APP 5'UTR act	15	-1	13	7	-6
APP transl inh	-15	1	-13	-7	6
FLuc act counter	0.3	1	1	1.1	1

# Screening data as filed in PubChem.
